Assay outcomes: PubChem BioAssay, Broad Institute
MEX-5 binding: C. elegans MEX-5 TCR-2 RNA binding activity. MEX-5/FITC-TCR2 RNA binding, fluorescence polarization; stronger effect = lower value. activity score (negative = inhibition of binding), % at 10 µM. hit rate 0.38% among 300,000. AID 1832;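 active means inhibition past about -25% in most replicates, and total fluorescence under double the plate's negative control median, limit read from the data; inconclusive means replicates evenly split on the limit, or fluorescence at least double controls; inactive means too little inhibition in most replicates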;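 further: 0% = DMSO and -100% = 5 µM competing unlabeled TCR2 RNA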
Target sequence (Q9XUB2 whole entry, looked up): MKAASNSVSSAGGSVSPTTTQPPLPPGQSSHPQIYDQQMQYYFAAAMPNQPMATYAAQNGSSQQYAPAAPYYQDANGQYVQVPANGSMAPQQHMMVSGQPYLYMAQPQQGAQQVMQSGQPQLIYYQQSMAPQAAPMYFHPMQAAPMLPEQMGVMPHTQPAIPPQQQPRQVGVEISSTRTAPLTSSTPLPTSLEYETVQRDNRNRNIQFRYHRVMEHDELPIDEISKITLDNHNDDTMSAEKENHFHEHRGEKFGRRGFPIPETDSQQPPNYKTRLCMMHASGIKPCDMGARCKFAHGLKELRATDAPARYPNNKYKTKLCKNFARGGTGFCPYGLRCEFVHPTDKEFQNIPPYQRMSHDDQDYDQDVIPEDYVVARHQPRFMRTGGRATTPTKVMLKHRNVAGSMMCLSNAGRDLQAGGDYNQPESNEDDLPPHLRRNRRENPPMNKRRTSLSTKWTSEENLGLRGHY
* hit, by the source's call; ? = inconclusive. This is a subset (hit frequency here may not be typical).

SMILES	MEX-5 binding
COc1ccccc1C(=O)n1nc(-c2cccnc2)nc1NCc1ccccc1	-1.5
O=C(OCC(=O)N1CCOCC1)C(c1ccccc1)c1ccccc1	0.5
Cc1cc2cc(C(c3nnnn3CC3CCCO3)N3CCCc4ccccc43)c(=O)[nH]c2cc1C (stereo not given)	4.9
Cc1ccc(N(C(=O)c2snc(C(N)=O)c2N)C(C(=O)NC2CCCC2)c2ccco2)cc1 (stereo not given)	-2.0
COc1ccc(C2CC(c3cccs3)=NN2c2nc(C)c(C(C)=O)s2)cc1OC (stereo not given)	0.5
O=C(C#Cc1ccccc1)c1ccc([N+](=O)[O-])cc1	1.1
O=C(Nc1cccc(-c2cscn2)c1)C1CCN(Cc2ccccn2)CC1	1.5
Cc1ccc2cc3cc(C(=O)NCc4ccc5c(c4)OCO5)oc3nc2c1	-1.7
CCCC(N)CCCCCC(=O)O (stereo not given)	-4.2
COC(C[C@@H]1O[C@H]1[C@H](O)COCc1ccccc1)OC	0.7
COc1ccc(N(C(=O)c2snc(C(N)=O)c2N)C(C(=O)NCc2ccccc2)c2ccc(O)cc2)cc1 (stereo not given)	-0.8
CCOC(=O)CSc1nnc([C@H](CC(C)C)NC(=O)OC(C)(C)C)o1	-0.5
Cc1ccc(-c2nnc(SCC(=O)Nc3ccccc3N3CCOCC3)o2)cc1	2.1
C#CCOCCOCCOCCNc1nc(N2CCN(C(=O)[C@H](CCC(=O)O)n3cc(C(N)Cc4ccc(O)cc4)nn3)CC2)nc(N2CCN(C(=O)[C@H](CCCCN)n3cc(C(N)[C@H](C)CC)nn3)CC2)n1 (stereo not given in full)	-6.3
COc1ccc(N(C(=O)c2ccco2)C(C(=O)NC2CCCC2)c2ccc(C)cc2)c(OC)c1 (stereo not given)	0.6
Cc1cnc(C(=O)N2CCCC(N3CCN(c4ccccc4F)CC3)C2)cn1 (stereo not given)	-2.6
Nc1cc2nn(-c3ccccc3)nc2cc1Cl	2.2
COC(C[C@H](O)[C@H](C)[C@H](O)COCc1ccccc1)OC	2.0
COc1cccc(NC(=O)c2ccc(NCCCN3CC(C)CC(C)C3)c([N+](=O)[O-])c2)c1 (stereo not given)	-1.2
O=C(O)c1cc(-c2ccncc2)nc2ccc(F)cc12	0.1
CCCCCn1c(CN(C)Cc2ccccc2)nc2c1c(=O)n(C)c(=O)n2C	-1.8
Oc1ccc2ccccc2c1CN1CCN(c2ccccc2F)CC1	-0.2
CCOc1cccc(-c2nnc(SCC(=O)Nc3cccc(OC)c3)n2N)c1	-1.8
O=C(NCc1ccon1)C1CCC(=O)N(CCc2cccc(F)c2)C1 (stereo not given)	-1.0
CSc1nnc2c3ccccc3c3ccccc3c2n1	0.8
O=C1N2CCCc3cccc(c32)C12Nc1ccccc1S2 (stereo not given)	4.3
CCSc1nc(C)c(C)c(=O)[nH]1	2.4
O=C(NCc1ccco1)c1cccc(S(=O)(=O)N2CCCC2)c1	-0.2
CC(=O)Nc1cccc(-c2cc(C)c3cc4c(cc3n2)OCO4)c1	-5.5
CCOC(=O)c1c(NC(=O)CSc2ncccn2)sc2c1CCN(Cc1ccccc1)C2	6.0
Nn1cnnc1N/N=C\c1ccc(-c2ccccc2[N+](=O)[O-])o1	-3.5
Clc1ccc(/C=C\c2nccc3c2[nH]c2ccccc23)cc1	-15
COc1ccccc1NC(=O)CN1CCN(CC(=O)Nc2ccc(F)cc2F)CC1	0.2
COC(=O)c1[nH]c2ccccc2c1NC(=O)CCN1CCN(C2CCCCC2)CC1	1.2
O=C(CSc1ncnc2scc(-c3ccc(Cl)cc3)c12)NCc1ccc2c(c1)OCO2	1.3
COc1cc(C2C(C#N)=C(N)Oc3cc(C)n(CC4CCCO4)c(=O)c32)cc2c1OCO2 (stereo not given)	-1.0
CCOc1ccc(CCN2C(=O)C(=O)N([C@H](CCCN(C)Cc3ccccc3)CNCc3ccccc3)C[C@@H]2C(C)C)cc1	1.9
CC1(C)CC(=O)C2=C(C1)NC(=O)CC2C(=O)NCc1ccc(F)cc1 (stereo not given)	-3.0
CN(C)CCCNc1ncnc2c1cnn2Cc1ccccc1Cl	0.2
Cc1ccc(C(=O)NNC(=O)c2ccc3ncccc3c2)cc1	2.5
CC(=O)c1cccc(NC(=O)CSc2nnnn2C2CCCC2)c1	-0.9
Oc1c(CN2CCOCC2)ccc2ccccc12	1.7
Cc1ccc(NS(=O)(=O)c2ccc(C(=O)OCC(=O)Nc3cc(C)on3)cc2)cc1	0.4
COc1ccc(C2=Nc3nc(-c4ccccc4)cn3C(c3ccc(OC)cc3)C2)cc1 (stereo not given)	6.1
COc1cc(CN2CCNC(=O)C2CC(=O)N(C)CCN2CCOCC2)cc(OC)c1 (stereo not given)	0.7

Some values from above.
`COc1cc(C2C(C#N)=C(N)Oc3cc(C)n(CC4CCCO4)c(=O)c32)cc2c1OCO2` (stereo not given) @ MEX-5 binding: -1.0
`Cc1ccc(NS(=O)(=O)c2ccc(C(=O)OCC(=O)Nc3cc(C)on3)cc2)cc1` @ MEX-5 binding: 0.4
`COc1cc(CN2CCNC(=O)C2CC(=O)N(C)CCN2CCOCC2)cc(OC)c1` (stereo not given) @ MEX-5 binding: 0.7
`O=C(CSc1ncnc2scc(-c3ccc(Cl)cc3)c12)NCc1ccc2c(c1)OCO2` @ MEX-5 binding: 1.3
`Nn1cnnc1N/N=C\c1ccc(-c2ccccc2[N+](=O)[O-])o1` @ MEX-5 binding: -3.5

By substructure, the entries above containing a COOH group (3)
SMILES	MEX-5 binding
CCCC(N)CCCCCC(=O)O (stereo not given)	-4.2
C#CCOCCOCCOCCNc1nc(N2CCN(C(=O)[C@H](CCC(=O)O)n3cc(C(N)Cc4ccc(O)cc4)nn3)CC2)nc(N2CCN(C(=O)[C@H](CCCCN)n3cc(C(N)[C@H](C)CC)nn3)CC2)n1 (stereo not given in full)	-6.3
O=C(O)c1cc(-c2ccncc2)nc2ccc(F)cc12	0.1

Additional entries
SMILES	MEX-5 binding
CC[C@@H]1CC=C[C@H]2[C@H]1C(=O)N(Cc1ccccc1)[C@H]2c1ccc2ccccc2c1	-2.2
CC1=CC(C)(C)N(C(=O)c2ccccc2)c2ccc(C)cc21	-0.8
COc1ccc(O[C@H]2C=C[C@@H](c3ccccc3)O[C@@H]2COC(=O)CC/C(C)=N/O[C@@H](C)CN2CCCCc3nc(C)c(C)cc32)cc1	4.2
Cc1cccn2cc(COc3ccc(-c4ccccc4)cc3)nc12	3.1
COCCNc1oc(-c2ccc(Cl)cc2)nc1C#N	2.4
O=C(O)c1ccc2nc(-c3ccco3)c(-c3ccco3)nc2c1	-29*
CCN(CC)S(=O)(=O)c1ccc(N2CCN(S(=O)(=O)c3ccccc3)CC2)nc1	0.7
Cc1cccc(-c2nnc(SCC(=O)NC3CCCC3)o2)c1	1.2
Nc1c(C(=O)NCc2ccco2)c2nc3ccccc3nc2n1CCc1ccccc1	2.9
CCN1CCN(C(CNS(=O)(=O)c2ccc(C)cc2)c2ccccc2)CC1 (stereo not given)	-0.3
Cc1cc2c(=O)oc(-c3ccccc3Br)nc2s1	2.6
Cc1cc(C)nc(N2CCC(C(=O)NCC3CCCCC3)CC2)n1	0.4
Cc1ccc2cc(CN(CCN3CCOCC3)Cc3nnnn3Cc3ccco3)c(=O)[nH]c2c1C	0.4
O=c1c2cn(Cc3ccccc3)c3ccccc3c-2nn1Cc1ccc(F)cc1Cl	-3.9
O=C1/C(=C/c2ccc(O)c(O)c2)SC(=S)N1Nc1ccccc1	?
CCN1CCS/C1=C\C=C\C1=[N+](CC)CCS1	3.3
Cc1nc([N+](=O)[O-])c(Br)n1Cc1ccc(Cl)c(Cl)c1	-4.1
COc1ccc(NC(=O)/C(Cl)=C(/Cl)S(=O)(=O)Cc2ccccc2)cn1	-1.1
COc1cccc(C(=O)N2CCN(C(=O)C3CC3)CC2)c1	0.9
Cc1ccc(Cn2cccc(NS(C)(=O)=O)c2=O)cc1	-0.8
COc1ccccc1NC(=O)C(=O)N/N=C/c1ccc([N+](=O)[O-])s1	-0.2
CCn1c(SCC(=O)Nc2cc(NC(C)=O)ccc2OC)nnc1-c1ccncc1	-1.7
O=C(Oc1ccc(Nc2ncnc3ccccc23)cc1)c1cccnc1	0.3
COc1cccc(CNCc2ccco2)c1O	-0.8
COC(=O)c1ccccc1NC(=O)CSc1nnc(-c2ccc(C)cc2)o1	-0.9
Cc1ccc(C2(CCNC(C)c3cccs3)CCOC(C(C)C)C2)cc1 (stereo not given)	2.5
C=CS(=O)(=O)c1sc(Cl)c(N2CCOCC2)c1[N+](=O)[O-]	-3.9
Cc1ccc(CN2C(=O)CCC2C(=O)NCCCN2CCC(C)CC2)cc1 (stereo not given)	2.0
O=C(Cn1cnc([N+](=O)[O-])c1)Nc1ccc(F)c(Cl)c1	-0.8
CCCCn1c(NC(=O)c2ccco2)c(S(=O)(=O)c2ccc(C)cc2)c2nc3ccccc3nc21	0.0
COc1ccccc1N1CCN(C(=O)c2oc3cc(C)c(C)cc3c2C)CC1	2.9
O=C(NCC1CCCO1)c1cc(S(=O)(=O)N2CCOCC2)c(Cl)cc1Cl (stereo not given)	-1.4
COc1ccc([C@H]2C(C#N)=C([S-])N[C@](C)(O)[C@@H]2[n+]2ccccc2)cc1	-3.5
CSCCC(NC(=O)c1ccccc1)c1nc(-c2ccccc2)no1 (stereo not given)	0.1
CSCc1nnc(NC(=O)c2ccc(S(=O)(=O)N(CC(C)C)CC(C)C)cc2)o1	0.5
COc1ccccc1CN1CC(C(=O)NCc2cc(F)ccc2C)CCC1=O (stereo not given)	1.0
CCSc1ccc(-c2ccc(C)cc2)nn1	0.9
COC(C[C@H]1O[C@H]1C(=O)COCc1ccccc1)OC	-1.2
C#CCOCCOCCOCCNc1nc(N2CCN(C(=O)[C@H](CCC(=O)O)n3cc(C(N)CO)nn3)CC2)nc(N2CCN(C(=O)[C@H](CCC(=O)O)n3cc(C(N)CC(C)C)nn3)CC2)n1 (stereo not given in full)	-4.1
O=C(/C=C/c1ccc(Cl)cc1)Nc1nccs1	-0.3
CC(C)(CNC(=O)c1ccc(Br)o1)CNC(=O)c1ccc(Br)o1	-0.8
CNC(=O)COC(=O)c1ccccc1C(=O)c1ccc(Cl)c([N+](=O)[O-])c1	-1.1
COc1ccc(CNc2nc(-c3cccnc3)nn2C(=O)C(C)C)cc1	-2.2
Cc1sc2nc(SCc3nc(-c4ccccc4)no3)n(-c3ccccc3)c(=O)c2c1C	-2.1
Fc1ccc(-c2nnc3ccccn23)cc1	0.6
CN1CCN(c2nc(-c3ccc(Cl)cc3)nc3ccccc23)CC1	1.4
CC(C)N(CC#CCC(O)(c1ccccc1)c1ccccc1)CCO	1.0
CN(C)S(=O)(=O)c1ccc(Cl)c(NC(=O)CN2CCN(c3ccccn3)CC2)c1	2.5
CCOc1ccccc1CN(Cc1ccco1)S(=O)(=O)c1ccc(-n2cnnn2)c(OC)c1	1.9
COc1ccc(CNC(=O)c2c(O)c3cccc4c3n(c2=O)CCC4)cc1	-0.7
O=C(CSc1nnc(-c2ccccc2)o1)n1c2c(c3ccccc31)CCCC2	0.1
Cc1c([N+](=O)[O-])c(C/C=N/O)nn1C	-0.5
Cc1cc(/C=c2\sc3nc4ccccc4n3c2=O)c(C)n1-c1ccc(C(=O)O)cc1	0.2
Cc1c2c(nc3nc4ccccc4n13)CCCC2=O	-0.7
CCOc1ccc2c(c1)c1nnc(SCC(=O)N3CCC(C)CC3)nc1n2C	0.2
Cc1cc(NC(=O)c2ccc(F)c(S(=O)(=O)N3CCCCC3)c2)no1	-0.6
Cc1nn(C)c(C(=O)NNC(=S)NCc2ccccc2)c1Cl	-2.9
Cc1ccc(CN(C)C(=O)C2CCC(=O)N(CCc3ccccc3)C2)o1 (stereo not given)	-0.3
COc1ccc2cc(C(=O)NCC(=O)O)sc(=O)c2c1OC	-2.6
CCCCOc1cccc(C2C(C(=O)c3ccc(C)o3)=C(O)C(=O)N2c2nnc(C)s2)c1 (stereo not given)	-14

A draw from above in order of formula weight, lowest first.
SMILES	MEX-5 binding
CN1CCN(c2nc(-c3ccc(Cl)cc3)nc3ccccc23)CC1	1.4
Cc1ccc(CN(C)C(=O)C2CCC(=O)N(CCc3ccccc3)C2)o1 (stereo not given)	-0.3
COc1ccc(CNC(=O)c2c(O)c3cccc4c3n(c2=O)CCC4)cc1	-0.7

Later entries.
SMILES	MEX-5 binding
COc1cc(OC)cc(C(=O)NCCSCc2ccco2)c1	-7.7
COc1cc(-c2nnc(-c3ccc(S(=O)(=O)c4ccccc4)cc3)o2)cc(OC)c1OC	-0.7
CCCCC(=O)NC(=S)NNC(=O)c1ccc(Cl)cc1Cl	-1.4
COc1ccc(N2CCN(C(=O)c3ccc(Cn4nc(C)c([N+](=O)[O-])c4C)o3)CC2)cc1	0.4
Cc1cccc(N(Cc2ccccc2)C(=O)CCl)c1	0.9
C=CCOn1c(=O)c(-c2ccc(F)cc2)[n+]([O-])c2ccccc21	-1.5
Cc1cc(NC(=O)c2ccco2)ccc1NC(=O)c1ccco1	0.4
C=Cc1ccc(C(=O)N2CCCC(Nc3ccc4c(c3)OCCO4)C2)cc1 (stereo not given)	0.6
O=S(=O)(c1ccc(S(=O)(=O)N(Cc2ccc(F)cc2)C2CCCC2)cc1)N1CCCC1	0.4
O=c1c(-c2nc3ccccc3o2)c2oc3ccccc3n2c2ccccc12	-0.5
COc1cccc(/C=N/NC(=O)CNC(=O)C2COc3ccccc3O2)c1O (stereo not given)	1.4
O=C(CSCC(=O)NC1CC1)Nc1ccc2ccccc2c1	-0.4
Cc1ccc(C(=O)N2CCCC(CCC(=O)NCc3ccc(F)c(F)c3)C2)cn1 (stereo not given)	0.1
Clc1ccc(-c2csc(N3CCOCC3)n2)cc1	-0.6
O=C(COc1ccc(F)cc1)NCCCn1ccnc1	0.8
Cc1cccc(-n2c(N)cc(=O)nc2SCC(=O)Nc2nnc(CC(C)C)s2)c1	-0.1
Cc1cc(C)n2nc(C(=O)N3CCCC(N4CCN(c5ccccc5C)CC4)C3)cc2n1 (stereo not given)	-2.2
NC(=S)n1[nH]c(-c2ccc([N+](=O)[O-])cc2)c(N=Nc2cccc(Cl)c2)c1=O	-1.7
COc1ccc2c(c1)oc(=O)c1c3ccccc3[nH]c21	2.0
Fc1ccc(-c2cc3nc(-c4ccccc4)cc(N4CCN(CCN5CCOCC5)CC4)n3n2)cc1	-3.2
